phage Ecoli inh = E. coli growth loss with phage present; inhibition, % at 11.9 µM; growth absorbance; actives 0.26% (n = 360,000); in the data active = inhibition above about 11%
PfHsp90 set2 = inhibits growth of yeast expressing Plasmodium falciparum Hsp90; S. cerevisiae expressing PfHsp90, BacTiter-Glo ATP, 48 h; yeast lacking PDR1 and PDR3 efflux regulators; inhibition, % at 9.4 µM; actives 0.32% (n = 310,000);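 active = every replicate shows inhibition above about 80%, whatever the replicate mean, limit read from the data; inconclusive = mean inhibition reaches the set limit but some replicate falls short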;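 also: 0% = DMSO neutral controls and 100% = 20 µM radicicol positive controls; yeast relying on Plasmodium falciparum Hsp90 in place of its own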
AddAB inh = less growth of phage-infected E. coli with AddAB | E. coli expressing H. pylori AddAB, absorbance growth | inhibition, % at 11.9 µM | actives 0.29% (n = 330,000) | AID 435030; in the data active = inhibition above about 12%;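 also: 0% = vehicle wells of infected cells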
Ecoli viability = counter-screen for AddAB inhibitors: E. coli growth inhibition; inhibition, % at 11.9 µM; E. coli V3065 growth, OD600 absorbance, 18 h; actives 0.27% (n = 330,000);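 active = inhibition above the campaign's mean inhibition across all tested compounds plus 3 SD, cut at about 9.9% in these data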;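 also: uninfected addAB+ strain grown without phage in ampicillin broth; 0% = DMSO wells and 100% = ciprofloxacin 0.95 µg/ml wells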
Tat export inh = inhibitors of E. coli Tat protein transport; E. coli MC4100 TorA-mCherry Tat export, fluorescence; actives 0.036% (n = 340,000); inhibition, % at 10 µM;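 active = mean replicate inhibition at least 50% and at least half of replicates individually reaching 50%; inconclusive = only one of the two criteria met; inactive = neither criterion met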;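 also: exported cargo escapes ClpAP degradation while cytoplasmic cargo is degraded and loses fluorescence; 0% = median of neutral control wells and 100% = median of NaSCN control wells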
OPRM1-OPRD1 inv = inverse agonists of human mu-delta opioid receptor heterodimerization; P35372+P41143; cell-based MOR-DOR heterodimer luminescence, inverse agonism; inhibition, % at 9.3 µM; actives 0.21% (n = 340,000); in the data active = inhibition above about 22%, passing the limit was not always enough;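 also: 0% = cells with DMSO and 100% = wells without cells with DMSO; values of inactives mirror those of a sister screen read the other way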
Mot1-301 SUMO = SUMOylation pathway inhibition by Mot1-301 growth rescue | growth rescue, % at 18.8 µM | actives 1% (n = 320,000) | S. cerevisiae Mot1-301 growth rescue, ATP luminescence, 38.5C; percent above DMSO median, 100 means doubled;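 active = every valid replicate shows activation above 250% relative to neutral control wells; inactive = the rest, any valid replicate at or below 250%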;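 also: OY570 slx delta 5 strain wells were the positive control but not used for scaling; some compounds called inactive have numbers as strong as hits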
Arrestin-AP2 inh = blocks beta-arrestin peptide binding to AP2 adaptin; FITC-arrestin peptide / GST-AP2 beads, flow cytometry; AP2 beta2 appendage carries R879A mutation; inhibition, % at 10 µM; actives 0.31% (n = 340,000);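 active = inhibition above a set limit, near 3 SD of compounds lacking own fluorescence, cut at about 54% in these data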;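 also: plate controls were DMSO wells for no effect and 5 µM unlabelled arrestin peptide for full effect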
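System: GST-AP2 R879A glutathione beads; medium: PBS, Tween 20 0.05%, BSA 0.1%; reagent: fluorescein-tagged arrestin peptide at 50 nM final; schedule: pre-incubation 12 min, peptide binding 1 h, room temperature; detection: flow cytometry, FL1 (488/535 nm); read-out: inhibition as reduced fluorescein signal on beads, percent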
DSG3 Ab inh = blocks pemphigus antibody binding to human desmoglein-3 | binding (percent of control), % at 10 µM | DSG3-coupled beads, scFv-anti-DSG3-GFP binding, flow cytometry; stronger effect = lower value | AID 588358 | actives 0.48% (n = 310,000);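 active = binding more than 3 SD below its plate's average and above zero; inconclusive = below that plate limit but binding exactly zero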;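 also: hits lower antibody fragment binding to DSG3; some compounds called inactive have numbers as strong as hits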
Target sequence (P32926 whole entry, looked up, the tested form may be a part): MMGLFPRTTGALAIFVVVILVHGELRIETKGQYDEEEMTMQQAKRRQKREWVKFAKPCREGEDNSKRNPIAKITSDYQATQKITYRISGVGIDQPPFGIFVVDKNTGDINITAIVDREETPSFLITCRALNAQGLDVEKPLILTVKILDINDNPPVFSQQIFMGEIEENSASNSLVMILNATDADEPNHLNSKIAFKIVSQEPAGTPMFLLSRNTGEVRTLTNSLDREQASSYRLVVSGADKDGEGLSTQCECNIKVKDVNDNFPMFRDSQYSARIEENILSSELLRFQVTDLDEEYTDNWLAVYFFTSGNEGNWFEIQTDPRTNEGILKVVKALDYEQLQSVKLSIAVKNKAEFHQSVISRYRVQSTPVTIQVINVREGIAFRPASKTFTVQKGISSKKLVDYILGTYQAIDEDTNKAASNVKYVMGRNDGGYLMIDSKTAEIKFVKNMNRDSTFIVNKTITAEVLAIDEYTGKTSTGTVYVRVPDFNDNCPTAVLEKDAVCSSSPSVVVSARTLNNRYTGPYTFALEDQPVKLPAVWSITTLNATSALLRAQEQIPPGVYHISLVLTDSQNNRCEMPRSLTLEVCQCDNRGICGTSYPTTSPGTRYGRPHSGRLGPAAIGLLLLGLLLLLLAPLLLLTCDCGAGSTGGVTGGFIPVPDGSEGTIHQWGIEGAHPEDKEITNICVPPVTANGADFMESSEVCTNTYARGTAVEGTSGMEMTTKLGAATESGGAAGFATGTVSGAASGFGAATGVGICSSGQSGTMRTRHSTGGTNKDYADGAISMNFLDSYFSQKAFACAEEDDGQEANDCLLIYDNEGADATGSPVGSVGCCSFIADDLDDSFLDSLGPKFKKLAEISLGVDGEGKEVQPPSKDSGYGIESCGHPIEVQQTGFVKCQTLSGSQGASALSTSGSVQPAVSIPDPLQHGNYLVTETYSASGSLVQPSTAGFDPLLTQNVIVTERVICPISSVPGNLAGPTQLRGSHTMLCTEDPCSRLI
PKA-R1A act = activates the PKA-R1A holoenzyme complex; P00514+P68181; PKA-R1A dissociation, Cy5-IP20 fluorescence polarization; scaled: DMSO 0%, 113 µM cGMP 100%; activation, % at 11.4 µM; actives 0.083% (n = 340,000); AID 504707;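 active = percent activation above the mean of all tested compounds plus 3 SD, cut at about 19% in these data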;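 also: higher means more PKAc released from R1A so a rise in polarization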
OPRM1-OPRD1 ag = OPRM1-OPRD1 heterodimerization agonism. P35372+P41143. cells, luminescence. activation, % at 9.3 µM. actives 0.3% (n = 340,000). AID 504326; in the data active = activation above about 18%;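 also: 0% = vehicle-treated cells and 100% = reference agonist; values of inactives mirror those of a sister screen read the other way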
An asterisk follows results filed as active; ? = inconclusive; · = not tested or not shown.

#	smiles	phage Ecoli inh	PfHsp90 set2	AddAB inh	Ecoli viability	Tat export inh	OPRM1-OPRD1 inv	Mot1-301 SUMO	Arrestin-AP2 inh	DSG3 Ab inh	PKA-R1A act	OPRM1-OPRD1 ag
1	CC1(C)Oc2ccc(C(=O)NN)cc2NC1=O	3.9	-2	-1.7	0.8	-3	7	86	-25	100	-8	-1.2
2	COc1ccc(NC(=O)c2ccc(-c3ccc(C)c4ccccc34)o2)cc1	0.7	-34	4.2	3.4	-24	11	34	0	99	-8	-1.8
3	CC1CCN(C(=O)CSc2ccc(-c3ccccc3)nn2)CC1	1.6	7	-0.4	-1.8	6	8	·	13	83	5	-1.7
4	Nn1c(SCc2ccccc2)nc2c(cnn2-c2ccccc2)c1=O	4.3	4	2.3	0.8	3	3	17	0	103	2	-0.6
5	CC(C)C[C@H](NC(=O)C1CC(=O)N(c2ccc3c(c2)OCCO3)C1)C(=O)N1CCCCC1 (some centres undefined)	-0.1	-12	2.2	-2.4	-7	7	1	22	102	16	-1.3
6	COc1cccc(C(=O)NC(=S)Nc2ccc(Cl)cc2C(=O)O)c1	1.1	-14	0.8	1.6	-2	6	-11	6	97	2	-1.2
7	CCCCN(C)C(=O)C(Cc1ccccc1)NS(=O)(=O)c1ccc2c(c1)CCC(=O)N2 (centres undefined)	4.4	0	0.8	-3.0	5	15	5	-2	111	8	-2.9
8	CCc1c(O)nc(SCC(=O)Nc2ccccc2OC)n(-c2ccccc2C)c1=O	1.1	-17	1.0	-3.5	-9	-3	4	39	·	9	0.6
9	O=C(NC1CCCN(C2Cc3ccccc3C2)C1)c1ccc(F)cc1Cl (centres undefined)	3.2	-8	1.4	0.7	-5	13	-5	37	99	-2	-2.5
10	CSCCC(C(=O)N1C[C@]2(C)C[C@H]1CC(C)(C)C2)N1C(=O)c2ccccc2C1=O (some centres undefined)	2.1	-15	-1.4	0.0	-1	8	-1	19	·	2	-1.3
11	CCOC(=O)CSc1nnc([C@H](CC(C)C)NC(=O)OC(C)(C)C)o1	-2.0	-17	·	·	0	8	·	-3	106	-6	-1.8
12	O=c1c(Cl)c(N2CCC3(CC2)OCCO3)cnn1C12CC3CC(CC(C3)C1)C2	2.8	·	0.0	0.6	·	·	145	5	110	·	·
13	COc1ccccc1N1CCN(C(=O)C(C)CS(=O)(=O)c2ccc3c(c2)NC(=O)CS3)CC1 (centres undefined)	1.0	21	3.7	-1.7	18	16	-2	-1	90	2	-3.1
14	O=C(NNC(=O)c1ccccc1O)c1ccc(NS(=O)(=O)c2ccc(F)cc2)cc1	4.4	11	0.3	1.9	-14	10	10	11	90	-16	-1.9
15	CC(C)N(CCNCC(O)COc1ccc(C(C)(C)c2ccccc2)cc1)C(C)C (centres undefined)	3.1	7	-1.7	-1.7	2	-29	·	14	98	2	5.6
16	O=C1CC2C(CCC23OCCO3)c2ccc3ccccc3c21 (centres undefined)	3.7	1	·	·	0	6	·	34	92	-5	-1.1
17	COc1ccc(NC(=O)CSc2nc(SC)ns2)c(OC)c1	2.6	-37	0.3	-1.1	9	24	15	23	94	8	-3.8
18	CCCc1cc(=O)[nH]c(SCc2csc(-c3ccccc3)n2)n1	4.9	-8	0.5	-1.8	2	15	133	2	91	0	-2.5
19	Cc1ccc(Cn2ncc(C)c2N)o1	2.0	2	4.2	4.0	-1	17	·	-5	98	-2	-3.6
20	COc1ccc(OC)c(C2C(C(=O)c3cc4ccccc4o3)=C(O)C(=O)N2c2cc(C)on2)c1 (centres undefined)	2.6	-11	0.5	-1.7	-4	19	771	3	107	-5	-3.3
21	COc1cc(C(=O)COC(=O)CNC(=O)C2CCCCC2)cc(OC)c1OC	1.1	14	0.6	-0.4	1	21	270*	20	99	-4	-3.8
22	N#CCC(=O)Nc1ccc(C(=O)OCC(=O)C23CC4CC(CC(C4)C2)C3)cc1	3.2	·	0.7	-1.3	-5	-10	11	-9	103	0	1.9
23	O=C(/C=C/c1ccc(F)cc1)NNC(=O)CCN1CCN(Cc2ccccc2)CC1	3.9	4	0.0	2.7	18	-1	-3	-8	110	-1	0.2
24	COc1ccc([N+](=O)[O-])cc1C(=O)Nc1ccc(Cc2ccncc2)cc1	2.5	-5	3.8	0.1	-3	7	16	-10	101	-2	-1.4
25	Oc1ccc(C[C@@H]2CNCCN2CCc2cccc3ccccc23)cc1	3.2	5	-1.1	-1.8	-7	-8	202	-1	103	6	1.4
26	CC[C@]12c3[nH]c4ccccc4c3CCN1C(=O)C(CC(=O)NCCCN(C)C)C[C@@H]2C(=O)N1CCN(C(=O)C2CC2)CC1 (some centres undefined)	0.4	-4	8.2	1.4	14	12	-15	14	100	-8	-2.6
27	CCOC(=O)CCn1nnc(N)n1	1.9	1	1.1	-1.8	-3	16	5	10	99	-13	-2.9
28	O=C(Nc1ccc(-n2cnnn2)cc1)c1cn2ccccc2n1	·	8	2.3	0.4	3	5	-4	4	102	-7	-1.1
29	CCCCCC(O)(c1ccc(OC)cc1)C(CN1CCOCC1)c1ccccc1 (centres undefined)	-0.9	-5	-1.5	-1.4	12	2	305	-26	109	-15	-0.4
30	COc1ccccc1NC(=O)NNC(=O)CCN1CCOCC1	1.5	14	0.7	1.4	-1	21	-12	-18	104	-1	-3.9

(more compounds)
#	smiles	phage Ecoli inh	PfHsp90 set2	AddAB inh	Ecoli viability	Tat export inh	OPRM1-OPRD1 inv	Mot1-301 SUMO	Arrestin-AP2 inh	DSG3 Ab inh	PKA-R1A act	OPRM1-OPRD1 ag
31	O=C(CCC(=O)NNC(=O)Nc1ccc(Cl)cc1)NCc1ccccc1	·	·	2.2	-0.3	13	3	7	6	95	-1	-0.5
32	COC(=O)c1ccc(CSc2nnc(NC(=O)c3cc4c(s3)CCCC4)s2)cc1	-1.5	-16	-2.7	-1.4	-4	7	-4	1	99	1	-1.2
33	Cc1cc(C(=O)NCCCc2ccccc2)no1	2.5	·	1.9	0.1	7	12	-1	-1	101	-1	-2.4
34	CC(C)(C)c1ccc(C(=O)Nc2ccc(Cl)cc2)cc1	3.6	-13	4.1	2.0	-10	-13	9	10	96	-12	2.1
35	COc1ccccc1OCC(=O)NC1CCCc2ccccc21 (centres undefined)	3.8	16	1.9	-0.4	-3	0	-3	-1	119	-13	0.0
36	Cc1nc(C(=O)N2CCCC(Nc3ccc(C)c(C)c3)C2)cs1 (centres undefined)	0.6	-9	·	·	-10	1	0	-9	99	-5	-0.2
37	COc1ccc(N(Cc2cc3cc(OC)ccc3[nH]c2=O)S(C)(=O)=O)cc1	1.4	7	2.3	0.9	-5	6	-18	22	105	-6	-1.1
38	O=C(NC12CC3CC(CC(C3)C1)C2)N1CCC(O)CC1	1.0	-9	2.4	-3.6	-14	17	-11	-1	·	-8	-4.1
39	C/C=C/c1ccc(OCC(=O)OCC(=O)Nc2c(C)nn(-c3ccccc3)c2C)c(OC)c1	4.1	14	1.2	-2.9	2	7	-17	-16	103	-4	-1.0
40	O=C(NC(=S)NNC(=O)c1cc2ccccc2cc1O)c1ccco1	20*	·	15*	17*	-17	13	·	15	123	-15	-2.6
41	c1ccc2c(c1)OCCOCCOCCOCCOc1ccccc1OCCOCCOCCO2	3.1	1	0.7	-1.6	-4	17	-1	12	98	-10	-3.9
42	CC(=O)c1ccc(NC(=O)CSc2nnc(C3CC3)n2C2CC2)cc1	0.8	-1	-0.8	-0.4	?	7	1	10	138	4	-1.4
43	COc1ccc(NC(=O)N2CCN(CCC#N)CC2)cc1	3.2	·	2.8	-2.2	1	11	-5	20	96	-1	-1.8
44	CC(C)(C)n1nnnc1C(c1ccc2ncccc2c1)N1CCSCC1 (centres undefined)	-1.9	12	-2.0	-1.7	-6	5	636	6	105	1	-0.9
45	O=C(NC(=O)c1ccccc1)C1=C(N2CCCC2)COC1=O	3.6	-12	2.5	1.2	12	10	-11	-7	102	-12	-1.9
46	Cc1cccc(N2C(=S)NC3c4cc(Cl)ccc4OC2(C)C3C(=O)N(C)C)c1 (centres undefined)	0.6	28	1.9	1.1	8	6	69	21	109	-5	-1.2
47	Cc1ccc(/C=C2\SC(=S)N(CCC(=O)NCCCN3CCOCC3)C2=O)cc1	-2.6	-13	1.5	-3.3	1	-5	23	-5	·	1	0.6
48	O=C(O)C(Oc1ccc2c(-c3ccccc3)cc(=O)oc2c1)c1ccccc1 (centres undefined)	-1.1	-9	-3.7	-0.2	6	9	-10	-7	85	4	-1.6
49	CNc1cncc(C(=O)O)c1	0.6	14	4.3	0.2	-3	4	-3	-5	91	-5	-0.6
50	Cc1ccc(S(=O)(=O)N2CCC(C(=O)OC(C)C(=O)NCc3ccccc3)CC2)cc1C (centres undefined)	0.2	-6	2.3	-0.5	4	15	-23	28	108	-9	-4.5
51	CCn1c(SCC(=O)Nc2cccc(C)n2)nnc1-c1ccco1	4.3	37	0.7	2.1	-32	10	·	4	·	9	-1.6
52	CCOCCCNC(=S)N1CCN(Cc2ccc3c(c2)OCO3)CC1	-0.5	-9	-1.8	1.2	12	7	-2	22	96	-9	-1.3
53	Cc1ccc(N=C2SC(C(=O)O)CC(=O)N2C)cc1C (centres undefined)	4.1	30	-0.9	-0.6	3	10	-13	-3	99	-9	-2.0
54	O=C(CN(C(=O)CCC(=O)Nc1nccs1)c1ccc2c(c1)OCO2)NCC1CCCO1 (centres undefined)	3.4	18	2.1	0.3	11	13	-7	-12	·	-11	-2.5
55	CC(=C/c1ccccc1)/C=N/n1cnnc1	3.2	-11	2.4	0.6	1	4	22	0	102	2	-0.9
56	CCOc1ccc2nc(SCc3cccc(C)c3)nc(C)c2c1	1.6	-29	-2.0	-0.8	-6	-2	-10	-4	·	2	0.4
57	N/C(Cc1cccs1)=N\OC(=O)COc1ccccc1	2.3	-8	4.6	2.5	1	7	-6	5	116	-2	-1.5
58	NS(=O)(=O)c1ccc(NC(=O)CCC2CCCCC2)cc1	-4.5	-1	1.4	0.9	-1	9	3	2	106	3	-1.6
59	O=C(NNC(=O)c1ccc2nonc2c1)Nc1ccc(Cl)cc1	6.4	·	3.0	2.0	·	·	-3	3	92	·	·
60	N#C/C(=C\c1ccco1)C(=O)Nc1cccc2ncccc12	1.7	-11	-2.0	-0.2	4	18	167	-2	101	-2	-3.5

Profiles as entered above. Order of values: phage Ecoli inh	PfHsp90 set2	AddAB inh	Ecoli viability	Tat export inh	OPRM1-OPRD1 inv	Mot1-301 SUMO	Arrestin-AP2 inh	DSG3 Ab inh	PKA-R1A act	OPRM1-OPRD1 ag
`O=C(O)C(Oc1ccc2c(-c3ccccc3)cc(=O)oc2c1)c1ccccc1` (centres undefined) in the list: -1.1	-9	-3.7	-0.2	6	9	-10	-7	85	4	-1.6
`COc1ccc(N(Cc2cc3cc(OC)ccc3[nH]c2=O)S(C)(=O)=O)cc1` in the list: 1.4	7	2.3	0.9	-5	6	-18	22	105	-6	-1.1

From PubChem
